Source: PubChem
ERG Ets-DNA blk: blocks human ERG Ets domain binding to DNA; P11308; fluorescence polarization, His-ERG Ets domain / labelled DNA; Potency, µM (series often up to 76.9 µM), for inactives: top-dose FP activity, negative = inhibition, usual class: inhibitors; hit rate 0.028% among 370,000; AID 624246; active = well fitted inhibition curve with a large enough effect in the polarisation, with a control signal flat; inconclusive = small, poorly fitted or top-dose-only effect, or effect the other way, or a change in a side signal; inactive = no such curve, though single readings can be large or run the other way; the % refers to the polarisation;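 note: polarization taken with two DNA probes labelled with fluorescein and Texas red; potency is the fitted concentration of half-maximal effect; % of control where 0% means no effect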
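His-tagged ERG Ets domain (1 uM in the protein solution; 300mM KCl, 50mM Tris-HCl, 1mM EDTA, 1mM DTT, pH 7.5) received compound, then a probe mix of 5 nM fluorescein-DNA and 100nM Texas-615-DNA. Fluorescence polarization was read for both dyes.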
ALOX12 inh: inhibitors of human 12S-lipoxygenase ALOX12; P18054; purified 12hLO, xylenol orange hydroperoxide absorbance; Potency, µM (highest dose often 108 µM), for the others: at the top dose activity change, negative = inhibition, most hits filed as inhibitors; hit rate 1.1% among 580,000; note: potency is the fitted concentration of half-maximal effect; % is set by controls: 0 for no effect and ±100 for the full control effect
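Hydroperoxide product was detected by ferrous iron/xylenol orange as the 573 to 405 nm absorbance ratio. Arachidonic acid at 40 uM (final) was turned over for 30 min at room temperature by 150 nM human 12hLO, pH 7.0 Hepes buffer, after 15 min compound preincubation.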
HP1b binding inh: inhibitors of HP1-beta chromodomain binding to methylated histone tails; AID 540317; Potency, µM (highest dose often 114 µM), for the others: at the highest dose activity change, negative = inhibition, actives largely listed as inhibitors; hit rate 0.56% among 390,000; AlphaScreen HP1-beta / biotin-H3K9me3 peptide binding; note: potency is the fitted concentration of half-maximal effect; nearly all actives have a fitted effect of over 70% in size; inactives centre near 23
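AlphaScreen: HP1-beta (50 nM) preformed 30 min with biotin-H3(1-18)K9me3 peptide (50 nM) in PBS pH 7.4, 0.01% Tween-20. Compound added for 30 min at RT, then streptavidin donor/nickel chelate acceptor beads (10 ug/mL) for 30 min.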
G9a block: blocks human histone lysine methyltransferase G9a | Q96KQ7 | G9a H3K9 monomethylation, AlphaScreen, 2 h | Potency, µM (series often up to 102 µM), inactives show at the highest dose activity, negative = inhibition, hits mostly inhibitors | hit rate 8.8% among 350,000 | AID 504332; note: potency is the fitted concentration of half-maximal effect; % is set by controls: 0 for no effect and ±100 for the full control effect; nearly all actives have a fitted effect of over 75% in size
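G9a (20 nM) was preincubated 15 min with compound, then reacted 2 h at room temperature with 500 nM biotin-H3K9 peptide and 20 µM SAM. Monomethyl-H3K9 detected by AlphaScreen using anti-H3K9me1 antibody.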
RGS4 inhibitor: blocks human RGS4-accelerated GTP hydrolysis. P49798. Transcreener GDP fluorescence polarization, RGS4-accelerated GTP hydrolysis. Potency, µM (highest dose often 114 µM), inactives show top-dose activity change, negative = inhibition, usual class: inhibitors. hit rate 0.039% among 390,000. AID 504845; note: potency is the fitted concentration of half-maximal effect; % is set by controls: 0 for no effect and ±100 for the full control effect; nearly all actives have a fitted effect of over 75% in size; some results filed as inactive show a strong effect at the top dose
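MLSMR compounds (23 nl, pin-transferred) preincubated 10 min at room temperature with a 500nM (2x) first reagent, then RGS4 at 900nM (2x) plus Transcreener GDP mix added; fluorescence polarization (620/688 nm) read before and after 90 min at 30 °C.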
PI4K2A inh: PI4K2A (human) kinase inhibition. purified PI4K2A, ADP-Glo luminescence, 1 h; hits give low values. Q9BTU6. hit rate 0.13% among 420,000. activity change, negative = inhibition, % at 76.9 µM; in the data active = activity change below about -50%; inconclusive = mostly about -30% to -49%;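 note: -100% = wells without enzyme as full effect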
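In this quantitative HTS, ADP production by PI4K2A was quantified luminescently after 1 h at ambient temperature; 100 microM adenosine served as plate-quality control.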
JMJD2A Tudor: inhibitors of human JMJD2A Tudor domain; O75164; AlphaScreen JMJD2A-Tudor / H3K4me3 peptide binding; Potency, µM (titrated, usually from 114 µM), for the others: at the top dose activity change, negative = inhibition, actives largely listed as inhibitors; hit rate 4.4% among 390,000; AID 504339; note: potency is the fitted concentration of half-maximal effect; % is set by controls: 0 for no effect and ±100 for the full control effect; nearly all actives have a fitted effect of over 50% in size
Target sequence (O75164 whole entry, looked up, the tested form may be a part): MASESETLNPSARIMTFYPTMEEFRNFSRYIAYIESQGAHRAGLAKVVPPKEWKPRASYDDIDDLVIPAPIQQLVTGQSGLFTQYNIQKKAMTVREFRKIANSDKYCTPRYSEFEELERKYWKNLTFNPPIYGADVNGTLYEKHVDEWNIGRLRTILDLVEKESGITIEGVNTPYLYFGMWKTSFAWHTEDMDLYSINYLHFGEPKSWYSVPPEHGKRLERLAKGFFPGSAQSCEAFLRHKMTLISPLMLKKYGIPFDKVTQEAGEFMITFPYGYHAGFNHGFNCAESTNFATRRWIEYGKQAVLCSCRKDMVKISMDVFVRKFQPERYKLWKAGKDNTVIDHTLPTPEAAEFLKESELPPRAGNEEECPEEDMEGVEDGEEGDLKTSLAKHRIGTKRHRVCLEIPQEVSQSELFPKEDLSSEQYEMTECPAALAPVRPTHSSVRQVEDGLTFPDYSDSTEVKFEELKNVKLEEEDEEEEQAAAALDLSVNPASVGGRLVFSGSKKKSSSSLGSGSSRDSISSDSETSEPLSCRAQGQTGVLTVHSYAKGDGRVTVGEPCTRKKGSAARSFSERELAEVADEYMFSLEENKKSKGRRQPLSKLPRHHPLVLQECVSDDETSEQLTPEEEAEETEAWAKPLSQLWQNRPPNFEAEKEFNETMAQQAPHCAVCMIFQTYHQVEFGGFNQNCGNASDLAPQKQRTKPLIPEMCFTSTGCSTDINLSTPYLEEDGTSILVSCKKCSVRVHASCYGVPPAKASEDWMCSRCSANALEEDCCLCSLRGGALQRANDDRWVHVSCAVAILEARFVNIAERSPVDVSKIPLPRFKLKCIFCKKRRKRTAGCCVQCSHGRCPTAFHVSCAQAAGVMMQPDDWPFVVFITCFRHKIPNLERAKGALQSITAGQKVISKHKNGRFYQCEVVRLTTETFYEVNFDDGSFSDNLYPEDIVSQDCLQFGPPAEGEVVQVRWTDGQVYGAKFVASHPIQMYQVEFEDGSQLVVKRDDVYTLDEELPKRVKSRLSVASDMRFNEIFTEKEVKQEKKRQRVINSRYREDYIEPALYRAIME
GLS inh: glutaminase GLS (human) inhibition; GLS enzymatic activity, qHTS titration; Potency, µM (titrated, usually from 45.5 µM), without a hit: top-dose activity change, negative = inhibition, usual class: inhibitors; hit rate 0.21% among 410,000; AID 624170; note: potency is the fitted concentration of half-maximal effect; % is set by controls: 0 for no effect and ±100 for the full control effect
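Enzyme dispensed in phosphate buffer (45 mM, pH 8.2, 0.02% Tween-20), compounds pinned in, then 1 mM L-glutamine solution and the glutamate oxidase–HRP–Amplex Red mix added; fluorescence read immediately and again after 30 min at room temperature.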
BAZ2B block: blocks human BAZ2B; Q9UIF8; AlphaScreen BAZ2B-H3K14Ac peptide displacement; Potency, µM (doses to about 114 µM), without a hit: top-dose activity change, negative = inhibition, actives largely listed as inhibitors; hit rate 4.4% among 360,000; AID 504333; note: potency is the fitted concentration of half-maximal effect; % is set by controls: 0 for no effect and ±100 for the full control effect; nearly all actives have a fitted effect of over 60% in size
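Multi-concentration screen (max 110 uM) measuring displacement of acetylated histone H3 peptide from BAZ2B by AlphaScreen, using 50 nM protein, 50 nM peptide and 10 ug/mL streptavidin donor plus Ni-chelate acceptor beads.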
* marks the source's active call; other numbers are inactive results; ? = inconclusive; · = not tested or not shown; & = joins results of further samples; [ ] = dose if it differs, or a comment. Unless noted, calls come from the whole dose curve; as a rule, active = well fitted curve in the direction sought with a large enough effect; inconclusive = small, poorly fitted or top-dose-only effect, or another doubt; inactive = no such curve, though single readings can be large; an effect the other way counts as inactive or inconclusive. Some of the compounds tested; count on the stated rates, not on these rows.

smiles | G9a block | RGS4 inhibitor | GLS inh | HP1b binding inh | JMJD2A Tudor | PI4K2A inh | BAZ2B block | ALOX12 inh | ERG Ets-DNA blk
Cc1ccccc1NC(=O)Nc1nc2ccc(S(C)(=O)=O)cc2s1 | -3%[59 µM] | 0% | -1% | 21% | -2% | 1 | 7% | -15% | -2%
O=C1[C@@H]2[C@@H]3C[C@@H]([C@H]4ON=C(c5ccc(Cl)cc5)[C@@H]34)[C@@H]2C(=O)N1C1CCCCC1 | -15%[59 µM] | -13% | 0% | 8% | -10% | -2 | 4% | -18% | 14%
CCOC(=O)C1CCN(C(=O)CCC(=O)NNc2nc3ccccc3c3nc(C)nn23)CC1 | 45µM* | -16% | 2% | 44%[activator] | -1% | 4 | -10% | 1% | -10%
COc1cc(/C=C2\NC(=S)N(C)C2=O)ccc1O | ? | 17% | 1% | 20% | -17% | -3 | ? | ? | 37%[activator]
O=C(NCCN1CCOCC1)c1cc(Br)ccc1Cl | · | -5% | 7% | 14% | -10% | -5 | -1% | -13% | 0%
O=c1cc(-c2ccccc2)n2c(SCc3ccc(Br)cc3)nnc2[nH]1 | ? | 12% | -6% | 46%[activator] | -22% | 5 | -3% | -28% | 0%
O=C(O)C1(NS(=O)(=O)c2ccc(F)c(Cl)c2)CCCCC1 | 10%[59 µM] | 15% | 1% | 36% | -2% | -2 | 3% | 1% | 1%
Cc1ccc(C(=O)NNC(=O)c2ccncc2)cc1S(=O)(=O)N1CCCCC1 | 0%[59 µM] | -17% | 2% | 32% | -3% | 3 | 9% | 12% | -7%
O=C(c1ccncc1)N1CCCC(N2CCN(c3ccc(F)cc3)CC2)C1 (stereo not drawn) | 51%[activator] | 0% | 10% | 43%[activator] | 0% | 2 | -22% | 6% | 2%
Cc1nnc2sc(-c3ccco3)nn12 | -30%[59 µM] | 24% | -9% | 13% | -4% | -1 | 1% | 5% | 5%
O=C(Nc1c2c(nn1-c1ccc(F)cc1)CS(=O)C2)c1ccc(S(=O)(=O)N2CCOCC2)cc1 (stereo not drawn) | -6% | 13% | -1% | 36% | -3% | -3 | -19% | -5% | 9%
CCOc1ccccc1NC(=O)C1CCCN1C(=O)OCc1ccccc1 (stereo not drawn) | 9%[59 µM] | 5% | 5% | 29% | -5% | -4 | 3% | -21% | 0%
Cc1ccccc1-n1c(=O)c(C#N)cc2c(=O)n3ccccc3nc21 | -9% | 11% | · | 45%[activator] | -3% | 2 | 11% | -30% | -12%
Cc1nnc(SCC(=O)N2CCN(c3cccc(Cl)c3)CC2)n1C1CC1 | -4%[59 µM] | -6% | 11% | 35% | -9% | -3 | 3% | 83%[activator] | -1%
COc1ccc(S(=O)(=O)N2CCOCC2)cc1NC(=O)COC(=O)c1ccc(C)s1 | -21% | -25% | 2% | 32% | -3% | 1 | -20% | 4% | 1%

The final 5 compounds of the part before open the next one:
smiles | G9a block | RGS4 inhibitor | GLS inh | HP1b binding inh | JMJD2A Tudor | PI4K2A inh | BAZ2B block | ALOX12 inh | ERG Ets-DNA blk
O=C(Nc1c2c(nn1-c1ccc(F)cc1)CS(=O)C2)c1ccc(S(=O)(=O)N2CCOCC2)cc1 (stereo not drawn) | -6% | 13% | -1% | 36% | -3% | -3 | -19% | -5% | 9%
CCOc1ccccc1NC(=O)C1CCCN1C(=O)OCc1ccccc1 (stereo not drawn) | 9%[59 µM] | 5% | 5% | 29% | -5% | -4 | 3% | -21% | 0%
Cc1ccccc1-n1c(=O)c(C#N)cc2c(=O)n3ccccc3nc21 | -9% | 11% | · | 45%[activator] | -3% | 2 | 11% | -30% | -12%
Cc1nnc(SCC(=O)N2CCN(c3cccc(Cl)c3)CC2)n1C1CC1 | -4%[59 µM] | -6% | 11% | 35% | -9% | -3 | 3% | 83%[activator] | -1%
COc1ccc(S(=O)(=O)N2CCOCC2)cc1NC(=O)COC(=O)c1ccc(C)s1 | -21% | -25% | 2% | 32% | -3% | 1 | -20% | 4% | 1%
Cc1cc(C)n2c(SCC(=O)N(C)C3CCCCC3)nnc2n1 | 11% | -8%[56.9 µM] | 0% | 68%[activator] | 1% | -3 | -6% | -10% | -14%
CCOC(=O)C1=C(C)S/C(=C\N(C)C)C1=O | ? | -14% | 4% | 6% | -33% | -5 | -39% | 6% | 16%
NC(=O)c1ccc(NC(=O)COC(=O)CNC(=O)c2sc3ccccc3c2Cl)cc1 | ? | -10% | 1% | 47%[activator] | -4% | -3 | -12% | ? | 0%
CCCCNC(=O)Nc1c(C)cc(SC#N)cc1C | -31% | 41% | -12% | 51%[activator] | -20% | 0 | -17% | 5% | 13%
COc1cc(CNCCCCO)ccc1OCc1ccccc1F | -29% | -1% | -14% | 24% | -15% | 2 | -21% | 0% | -4%
Cc1cc(C(=O)OCC(=O)Nc2cccc(S(=O)(=O)N(C)C)c2)c2ccccc2n1 | 10% | -21% | 0% | 32%[activator] | 6% | -6 | -26% | ? | 1%
CC1CCN(CCNC(=O)c2ccc(NC(=O)C3CCCO3)cc2)CC1 (stereo not drawn) | 3%[59 µM] | 38% | 22% | 3% | -17% | -5 | 0% | ? | 7%
COc1ccccc1CNC(=O)Nc1ccc2c(c1)N(C)C(=O)c1ccccc1S2 | -46%[59 µM] | 11% | 9% | ? | -35% | 1 | ? | -4% | -12%
CC1(C)CC(CCNS(=O)(=O)c2ccccc2)(c2ccccc2)CCO1 (stereo not drawn) | -6%[59 µM] | -8% | 2% | 10% | -11% | 2 | -5% | ? | -3%
C=CCOC(=O)C(C#N)c1nc2ccccc2nc1N1CCN(Cc2ccccc2)CC1 (stereo not drawn) | ? | 16% | 8% | -14% | ? | 10 | ? | ? | 6%
CSCCC(NC(=O)c1cc([N+](=O)[O-])cc([N+](=O)[O-])c1)c1nc2ccccc2[nH]1 (stereo not drawn) | ? | 25% | 0% | 5% | -28% | -1 | -35% | -7% | -4%
CCOC(=O)C1CCN(C(=O)CCCn2nc(C)c3c(C)n(-c4ccc(C)cc4)nc3c2=O)CC1 | 12% | 0% | -1% | 23% | -10% | -1 | -20% | 8% | -3%
C=CCn1c(O)c(N=Nc2nc3ccccc3c(=O)n2-c2ccccc2)c2ccccc21 | -7%[59 µM] | -25% | -1% | 30% | -6% | -3 | -9% | 9% | ·
CCc1ccc(NC(=O)Cn2c(=O)n(CCCC(=O)NCCc3ccc(OC)c(OC)c3)c(=O)c3ccccc32)cc1 | -5%[59 µM] | 10% | 4% | 26% | 3% | -9 | -1% | -12% | 4%
CCc1ccc(-n2c(=O)c3c(C)c(C(=O)N(C)C)sc3n(CC(=O)NCc3ccco3)c2=O)cc1 | · | 4% | 0% | 13% | -7% | 9 | -1% | 4% | 2%
COc1ccc(C2CC(O)(c3ccccc3)Oc3c(C)ccc(C)c32)cc1 (stereo not drawn) | -10%[59 µM] | 21%&7% | 2% | 17%&46% | -22%&-14% | -2 | 2% | -17% | -2%
COc1ccc(Cc2nnc(NC(=O)C3CC(=O)N(c4ccccc4C)C3)s2)cc1OC (stereo not drawn) | -7%[0.501 µM] | -8% | 4% | 2% | -24% | -3 | -8% | -41% | 3%
O=C(CSCc1cccc(CSCC(=O)Nc2ccc3ccccc3c2)n1)Nc1ccc2ccccc2c1 | 0%[59 µM] | 4% | 5% | 35% | 4% | -1 | 5% | ? | 9%
COc1ccc(S(=O)(=O)NCC(c2ccc(C)cc2)N2CCN(C)CC2)cc1 (stereo not drawn) | ? | -9% | 3% | 5% | -21% | 4 | -4% | ? | 8%
O=C(O)CN1CCN(Cc2ccccc2Cl)C1=O | 8% | 5% | -1% | 12% | -28% | 2 | 3% | -26% | -4%
CCOC(=O)c1c(NC(=O)COc2c(C)cc(Cl)cc2Cl)sc2c1CCCC2 | -38%[59 µM] | 5% | 3% | 24% | -5% | -5 | -6% | -6% | 6%
Cc1cc(C)n(CCNC(=O)CC2C(=O)NCCN2CC2CCCCC2)n1 (stereo not drawn) | -10% | -15% | 10% | 24% | -2% | -20 | -11% | -2% | 3%
Cc1ccc2ccc3cccnc3c2n1 | · | -20%[56.9 µM] | -1% | 62%[activator] | ? | 2 | · | 0% | 7%
Cc1[nH]nc(SCC(=O)N(C)c2ccccc2)c1[N+](=O)[O-] | ? | -1% | -3% | 14%[57 µM] | -14% | 8 | -8% | -19% | 0%
Cc1nc2ccn(Cc3cccs3)c(=O)c2cc1C(=O)NCc1ccc(Cl)cc1 | 8%[59 µM] | -42% | -14% | 14% | -15% | -12 | -16% | -10% | -12%
NNC(=O)c1sc(-c2ccccc2)cc1N | ? | 15% | ? | 22% | -18% | 1 | -18% | -2% | 8%
